CSN deneddyl inh = CSN deneddylation inhibition; Q92905; Purified CSN, SCF-Nedd8-OG deneddylation, fluorescence polarization; inhibition, % at 12.5 µM; 360,000 compounds, 0.38% hits;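 active = pattern-corrected inhibition above about 35%, with an unprinted fluorescence ratio check between 0.5 and 1.5, limit read from the data, passing the limit was not always enough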;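 also: 0% = enzyme with substrate and 100% = substrate without enzyme; some results filed as inactive read as strong as hits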
Target sequence (Q92905 whole entry, looked up, one chain of several): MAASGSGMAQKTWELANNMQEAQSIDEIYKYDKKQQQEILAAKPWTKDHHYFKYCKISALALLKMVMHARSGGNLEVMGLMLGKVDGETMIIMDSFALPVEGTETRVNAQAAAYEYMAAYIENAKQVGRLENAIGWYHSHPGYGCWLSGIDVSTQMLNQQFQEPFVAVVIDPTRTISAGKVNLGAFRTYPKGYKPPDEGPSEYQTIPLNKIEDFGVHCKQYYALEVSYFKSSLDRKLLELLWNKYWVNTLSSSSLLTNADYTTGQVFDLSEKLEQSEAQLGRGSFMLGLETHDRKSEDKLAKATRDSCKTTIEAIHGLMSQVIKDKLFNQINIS
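Assay system: Purified human Csn5 enzyme expressed in HEK293T cells | Amount: Enzyme 0.24 nM | Measured by: Fluorescence polarization readout | Medium: Tris/NaCl/DTT buffer, pH 7.5 | Compound dosing: One concentration, 12.5 µM, 0.25% DMSO | Times: 90 min incubation of compound, enzyme and substrate at room temperature | Control set: no-enzyme wells high, enzyme-with-substrate wells low | Read-out: % inhibition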
PABP1 MLLE inh = blocks PAM2 peptide binding to the PABP1 MLLE domain; P11940; GST-MLLE / FITC-PAM2 fluorescence polarization; inhibition, % at 20 µM; 360,000 compounds, 0.36% hits; in the data active = inhibition above about 35%, passing the limit was not always enough;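 also: plate controls were DMSO wells with GST-MLLE for no effect and wells lacking GST-MLLE protein for full effect; some results filed as inactive read as strong as hits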
Scp1 inh = blocks human Scp-1 phosphatase activity. inhibition, % at 20 µM. Recombinant Scp1, phosphopeptide, malachite green phosphate absorbance. 340,000 compounds, 0.88% hits. Q9GZU7;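 active = inhibition above about 50% at 20 µM, limit read from the data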;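 also: plate controls were DMSO wells with enzyme for no effect and wells lacking enzyme for full effect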
Target sequence (Q9GZU7 76-261 limits assumed): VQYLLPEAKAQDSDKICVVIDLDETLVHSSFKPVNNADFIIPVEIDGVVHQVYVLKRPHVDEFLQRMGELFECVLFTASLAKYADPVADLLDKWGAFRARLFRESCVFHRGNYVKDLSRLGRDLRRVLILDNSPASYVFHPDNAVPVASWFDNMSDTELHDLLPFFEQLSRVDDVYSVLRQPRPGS
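Times: enzyme reaction 45 min at room temperature, colour 5 min, stabilisation 30 min. Material: SCP-1 catalytic fragment, aa 76-261. Medium: Acidic Tris acetate buffer with magnesium and detergent. Signal: colorimetric free-phosphate detection, absorbance 630 nm. Read-out basis: % inhibition of SCP-1 phosphate liberation. Reagent: Phosphorylated 17-residue peptide substrate.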
Tb MetRS inh = blocks T. brucei methionyl-tRNA synthetase activity; AID 624268; 360,000 compounds, 0.4% hits; purified T. brucei MetRS, ATP depletion, Kinase-Glo luminescence; inhibition, % at 11.9 µM;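 active = inhibition above a per-plate cutoff of the control wells' mean inhibition plus 3 SD, cut at about 5.5% in these data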;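 also: 0% = DMSO wells median and 100% = median of wells with control inhibitor compound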
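Measured by: Kinase-Glo luciferase luminescence reporting remaining unconsumed ATP. Material: purified T. brucei MetRS enzyme. Doses: 11.9 µM compound single dose, 0.9% DMSO. Medium: HEPES buffer containing pyrophosphatase, BSA, spermine, DTT. Times: 15 min preincubation, 2 h reaction, all 25 °C. Reagent: methionine, ATP and bulk E. coli tRNA.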
NadD inh = inhibitors of Staphylococcus aureus NadD; purified NadD enzyme, colorimetric absorbance read-out; inhibition, % at 20 µM; 360,000 compounds, 0.78% hits; AID 602399; in the data active = inhibition above about 26%; also: some compounds past the cut are filed as inactive
Rpn11 block = Rpn11 (human) deubiquitinase inhibition; O00487; human 26S proteasome, Ub4-pepOG fluorescence polarization; 20S core pre-blocked with epoxomicin; calls only at 20 µM; 360,000 compounds, 0.59% hits; AID 588493;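 active = inhibition at 20 µM, scaled to each plate's controls, above about 33%, limit read from the data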
Target sequence (O00487 whole entry, looked up): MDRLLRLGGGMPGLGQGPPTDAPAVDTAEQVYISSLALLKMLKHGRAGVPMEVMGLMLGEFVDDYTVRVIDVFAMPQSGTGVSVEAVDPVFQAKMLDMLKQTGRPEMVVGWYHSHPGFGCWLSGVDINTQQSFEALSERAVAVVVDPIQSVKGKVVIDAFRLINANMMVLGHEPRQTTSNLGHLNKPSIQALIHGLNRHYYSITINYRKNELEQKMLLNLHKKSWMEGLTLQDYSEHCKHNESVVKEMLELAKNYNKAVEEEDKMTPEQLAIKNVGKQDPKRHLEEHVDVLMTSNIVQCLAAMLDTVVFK
LMPTP inh = blocks human LMPTP phosphatase; P24666; 360,000 compounds, 0.22% hits; recombinant LMPTP-A, OMFP fluorogenic substrate, fluorescence intensity; inhibition, % at 20 µM; AID 651560;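 active = compounds that cut the enzyme signal by at least half of the control window in the single-dose screen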;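 also: plate controls were DMSO wells with enzyme plus substrate for no effect and substrate without enzyme for full effect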
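Assay system: LMPTP-A, protein tyrosine phosphatase of low molecular weight / Medium: pH 6.0 Bis-Tris buffer with DTT and Triton X-100 / Schedule: 50 min enzyme reaction at room temperature, protected from light / Measured by: endpoint fluorescence intensity from OMFP dephosphorylation / Read-out basis: % inhibition relative to no-enzyme and uninhibited control wells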
SUMO1 PPI mod = SUMO1-SIM interaction modulation; AID 602429; 360,000 compounds, 0.33% hits; P63165; inhibition, % at 20 µM; SUMO1 binding to a labelled peptide, TR-FRET, 1 h; in the data active = inhibition above about 37%
Target sequence (P63165 whole entry, looked up): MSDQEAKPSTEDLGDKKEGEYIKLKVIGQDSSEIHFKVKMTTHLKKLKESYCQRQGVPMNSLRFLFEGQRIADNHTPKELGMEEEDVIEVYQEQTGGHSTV
DNMT1 block = blocks human DNA methyltransferase DNMT1. P26358. DNMT1 molecular beacon, Hinp1I cleavage, fluorescence. inhibition (reported as % activation of signal), % at 10 µM. 360,000 compounds, 0.83% hits; in the data active = inhibition above about 50%
STEP inh = STEP (human) phosphatase inhibition; recombinant STEP, OMFP fluorogenic substrate, fluorescence; inhibition, % at 20 µM; 360,000 compounds, 0.25% hits; AID 588621;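 active = inhibition at 20 µM, scaled per plate between control wells, above about 37%, limit read from the data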;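 also: 0% = DMSO with enzyme and substrate and 100% = substrate only without enzyme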
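System: isolated STEP enzyme; schedule: 20 min enzyme reaction at room temperature, protected from light; medium: Bis-Tris buffer pH 6.0, 2.5 mM DTT, 0.005% Tween 20; signal: fluorescence, 480/540 nm; dosing: single compound dose of 20 µM, 1% DMSO final; also added: OMFP substrate, 25 µM final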
* = called active by the depositor; i = inactive; x = no result given; + = active, no number; & = joins results of further samples.

# | mol | CSN deneddyl inh | PABP1 MLLE inh | Scp1 inh | Tb MetRS inh | NadD inh
1 | Cc1cc(Nc2ccc3c(c2)OCCO3)n2nc(C)nc2n1 | -1 | -7 | 2 | -0.2 | -4
2 | CCOc1ccccc1NC(=O)CN(c1ccc(C)cc1)S(=O)(=O)c1c(C)n[nH]c1C | 6 | 2 | 3 | -1.7 | -8
3 | CC(C)c1ccc(-c2cc(C(=O)NN3CCN(C)CC3)c3ccccc3n2)cc1 | 6 | 6 | 2 | 0.1 | 0
4 | CCCCNC(=O)CCc1nc2cccnc2n1Cc1ccccc1 | 2 | -13 | -10 | -1.5 | 4
5 | Cc1nc(N(CCO)C2CCCCC2)c2nnn(Cc3ccccc3)c2n1 | 4 | 4 | 0 | -0.5 | -5
6 | CC(C)(C)c1ccc(-c2n[nH]c(=S)n2CCCN2CCOCC2)cc1 | 6 | -23 | -7 | 0.0 | -5
7 | CCOc1cc(CNc2ccc(N3CCOCC3)cc2)cc(Br)c1OCC | 1 | 9 | -8 | 0.6 | 1
8 | Cc1ccc(S(=O)(=O)Nc2cc(=O)[nH]c(SCC(=O)Nc3cccc(C(F)(F)F)c3)n2)cc1 | 0 | 16 | -4 | -0.4 | 1
9 | O=C(CCc1ccccc1)NNC(=O)c1ccc(Cl)cc1 | 2 | 6 | -6 | -0.4 | -1
10 | NC(=O)c1ccc(Cn2c(C(=O)c3cc(Cl)c(N)c(Cl)c3)c3ccccc3[n+]2[O-])cc1 | 2 | -7 | -7 | -0.3 | 10
11 | COc1ccc2c(CC(=O)Nc3ccc(OC)c(NS(=O)(=O)c4ccc(F)cc4)c3)coc2c1 | 3 | -13 | -9 | 0.3 | 21
12 | COc1ccc(CCNC(=O)COC(=O)C2=NNC(=O)CC2)cc1 | -3 | 5 | x | -0.4 | -3
13 | CC(C(=O)OCC(=O)c1ccccc1)N1C(=O)C2C3CCC(C3)C2C1=O (stereo not drawn) | 5 | -6 | -1 | -0.1 | 4
14 | O=C(C[C@H]1C(=O)N(CCc2ccccc2)C[C@@H]1Cc1ccccc1)Nc1ccc(Br)cc1 | 2 | -14 | x | 3.7 | -10
15 | CN(C)c1ccc(/C=N/Nc2nncc3ccccc23)cc1 | -4 | 7 | -2 | -0.3 | 4

# | Rpn11 block | LMPTP inh | SUMO1 PPI mod | DNMT1 block | STEP inh
1 | i | -1.3 | 1 | 2 | -1
2 | i | 2.4 | 1 | 0 | 2
3 | i | -1.4 | -5 | -6 | 12
4 | i | -2.6 | 2 | 0 | -1
5 | i | 0.0 | 3 | 2 | -2
6 | i | -1.2 | -2 | -2 | 0
7 | i | 2.2 | -4 | -12 | -4
8 | i | 0.1 | -1 | 0 | 1
9 | i | -0.3 | -7 | 4 | -1
10 | i | 1.1 | -15 | -13 | -2
11 | i | 1.0 | 7 | -25 | -4
12 | i | 1.2 | -7 | 2 | 2
13 | i | 1.0 | -2 | 5 | -1
14 | i | 3.5 | -4 | -14 | 0
15 | i | 1.8 | 0 | -7 | -1

(listing goes on)
# | mol | CSN deneddyl inh | PABP1 MLLE inh | Scp1 inh | Tb MetRS inh | NadD inh
16 | O=C(CCCN1C(=O)/C(=C/c2ccco2)SC1=S)Nc1ccccc1C(=O)O | 39* | 8 | 69* | 0.3 | 0
17 | CCc1nnc(NC(=O)CSc2nnc(-c3c[nH]c4ccccc34)n2CCOC)s1 | 5 | -37 | -3 | 0.7 | 2
18 | CC(=O)c1sc(-c2ccc(Cl)cc2)cc1N | -1 | 14 | -14 | -0.1 | -10
19 | CC(C)(CO)NCC#Cc1ccccc1 | -9 | -7 | -6 | -0.1 | 0
20 | O=C(O)c1cccc2c1C(=O)c1ccc(N3CCN(Cc4ccc5c(c4)OCO5)CC3)cc1S2(=O)=O | 4 | 4 | x | 0.6 | 10
21 | CC(=O)c1ccc(OCc2cc(C(=O)N3CCC(c4ccncc4)CC3)no2)cc1 | 5 | -19 | -5 | -0.1 | -3
22 | CC1CCN(CCC(=O)Nc2ccccc2)CC1 | -3 | -3 | -5 | -0.6 | -3
23 | Cc1ccc(C)c(N2CCN(S(=O)(=O)c3ccc(-c4ccc(=O)[nH]n4)o3)CC2)c1 | 5 | 0 | -8 | -0.6 | 2
24 | C[C@H](CO)N1C[C@H](C)[C@@H](CN(C)C(=O)NC2CCCCC2)Oc2c(NS(=O)(=O)c3cccs3)cccc2C1=O | 0 | 5 | -8 | 0.4 | -1
25 | O=C1NC(=O)/C(=C\c2ccsc2)N1 | 2 | -12 | 1 | -0.5 | 1
26 | CN1CCN(C(=O)c2ccc(CNS(=O)(=O)c3cccc(Cl)c3)cc2)CC1 | 4 | -5 | -7 | 0.0 | -4
27 | O=S(=O)(c1ccccc1)N1CCC(O)(CSc2ccc(F)cc2)CC1 | -15 | 8 | -5 | -0.4 | -1
28 | COc1ccc2c(C=Nc3c(C)n(C)n(-c4ccccc4)c3=O)c(O)n(Cc3ccco3)c(=O)c2c1 | 8&14 | -15&106 | 0&-8 | 0.4&-0.5 | -3&7
29 | CN1C(=O)Cc2cc(S(=O)(=O)N3CCOCC3)ccc21 | -2 | -10 | -2 | -0.2 | 7
30 | COc1cc(NC(=S)NC(=O)CCc2ccccc2)cc(OC)c1 | 0 | 20 | -1 | -0.7 | -5

# | Rpn11 block | LMPTP inh | SUMO1 PPI mod | DNMT1 block | STEP inh
16 | + | 19 | 75* | 86* | 48*
17 | i | 0.9 | 8 | 1 | 0
18 | i | 2.2 | -31 | -6 | 1
19 | i | -1.4 | 12 | -4 | -4
20 | i | 2.7 | -6 | 2 | 0
21 | i | -0.4 | -1 | 0 | -3
22 | i | 0.4 | 1 | 0 | 0
23 | i | -1.0 | -13 | 10 | 0
24 | i | -0.2 | -4 | 1 | -2
25 | i | -1.8 | -14 | 2 | -3
26 | i | -0.5 | -3 | 2 | 3
27 | i | 0.9 | 3 | 0 | -2
28 | x | 3.6&4.3 | -4&-8 | -7&-10 | 1&3
29 | i | -1.3 | -1 | -2 | 0
30 | i | 1.8 | -1 | -3 | 4

In the list so far, four contain a furan ring, fused or not:
# | mol | CSN deneddyl inh | PABP1 MLLE inh | Scp1 inh | Tb MetRS inh | NadD inh
11 | COc1ccc2c(CC(=O)Nc3ccc(OC)c(NS(=O)(=O)c4ccc(F)cc4)c3)coc2c1 | 3 | -13 | -9 | 0.3 | 21
16 | O=C(CCCN1C(=O)/C(=C/c2ccco2)SC1=S)Nc1ccccc1C(=O)O | 39* | 8 | 69* | 0.3 | 0
23 | Cc1ccc(C)c(N2CCN(S(=O)(=O)c3ccc(-c4ccc(=O)[nH]n4)o3)CC2)c1 | 5 | 0 | -8 | -0.6 | 2
28 | COc1ccc2c(C=Nc3c(C)n(C)n(-c4ccccc4)c3=O)c(O)n(Cc3ccco3)c(=O)c2c1 | 8&14 | -15&106 | 0&-8 | 0.4&-0.5 | -3&7

# | Rpn11 block | LMPTP inh | SUMO1 PPI mod | DNMT1 block | STEP inh
11 | i | 1.0 | 7 | -25 | -4
16 | + | 19 | 75* | 86* | 48*
23 | i | -1.0 | -13 | 10 | 0
28 | x | 3.6&4.3 | -4&-8 | -7&-10 | 1&3

Next section:
# | mol | CSN deneddyl inh | PABP1 MLLE inh | Scp1 inh | Tb MetRS inh | NadD inh
31 | Cc1cc(C(=O)N2CCCC(Nc3ccc(F)cc3)C2)n(C)n1 (stereo not drawn) | -1 | -1 | -13 | 0.1 | -5
32 | CCC1CSC(Nc2ccc(C(=O)/C=C/c3ccc(Oc4ccccc4)cc3)cc2)=N1 (stereo not drawn) | 4 | 9 | 45 | -0.6 | 14
33 | CCCCN(CC)CCNC(=O)c1cc2c(-c3ccccc3F)nn(C)c2s1 | 2 | 3 | 6 | -1.7 | -6
34 | O=c1nc(-c2ccccc2)n(-c2ccccc2)c2ncccc12 | -3 | 11 | -5 | -0.6 | 2
35 | Cc1cnc(NC(=O)NCC2CCCC(CNC(=O)Nc3ncc(C)s3)C2)s1 (stereo not drawn) | -3 | 14 | 0 | 0.2 | 0
36 | CC(C)c1ccc(C2NC(=O)c3ccccc3O2)cc1 (stereo not drawn) | -1 | 0 | -5 | -0.3 | 0
37 | CCCc1nc2c(sc3nc4c(cc32)COC(C)(C)C4)c(=O)n1Cc1ccco1 | 4 | -2 | 15 | -0.5 | 5
38 | CCOC(=O)C1CCN(C(=O)CCc2nc3ccccc3[nH]2)CC1 | 0 | -3 | -10 | 1.0 | -6
39 | CC(C)C(C(=O)Nc1ncn[nH]1)N1C(=O)c2ccccc2C1=O (stereo not drawn) | -4 | 6 | -3 | -1.3 | 1
40 | NS(=O)(=O)c1ccc(NC(=O)/C=C/c2ccco2)cc1 | 19 | -2 | 68* | -0.1 | -2
41 | CCc1nnc(NC(=O)Cn2ccc(C(F)(F)F)n2)s1 | 0 | 8 | 0 | -0.9 | 0
42 | CC(=O)N1N=C(c2ccccc2)CC1c1ccc(F)cc1 (stereo not drawn) | -1 | 10 | -6 | -0.6 | -1
43 | CC(=O)N1CCc2cc(Br)cc(S(=O)(=O)NCc3ccccn3)c21 | 8 | 1 | -4 | 0.5 | -9
44 | Cc1ccc(S(=O)(=O)N(Cc2cccnc2)Cc2cc3ccccc3[nH]c2=O)cc1 | -4 | 10 | 1 | -0.1 | 4
45 | O=C(CNC(=O)c1ccc(OC(F)F)cc1)NCC1CCCO1 (stereo not drawn) | 0 | -10 | 0 | -0.2 | 1

# | Rpn11 block | LMPTP inh | SUMO1 PPI mod | DNMT1 block | STEP inh
31 | i | 0.3 | -6 | 1 | 2
32 | i | 4.2 | 2 | -6 | 1
33 | i | 0.9 | -1 | 0 | 0
34 | i | -0.4 | -1 | 1 | -2
35 | i | 1.7 | 7 | -2 | 0
36 | i | -1.3 | 3 | 3 | 2
37 | i | 1.5 | -2 | 7 | 2
38 | i | -0.7 | -1 | 1 | -1
39 | i | -0.8 | -3 | 0 | -3
40 | i | 4.4 | 0 | 62* | 5
41 | i | -1.8 | 0 | 4 | -1
42 | i | -0.1 | -3 | 4 | -2
43 | i | 0.1 | 2 | 3 | 0
44 | i | 0.4 | -10 | 1 | -3
45 | i | -1.3 | -3 | 0 | 0

Screens (PubChem BioAssay)
